# Screens: PubChem, several laboratories
# NR2E3 ag-1: human photoreceptor-specific nuclear receptor agonism. inhibition of corepressor binding, % at 3.98 µM. Q9Y5X4. 360,000 tested, 0.35% active. AID 602229. CHO-S Gal4-NCOR/VP16-NR2E3 two-hybrid, luciferase;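 active = inhibition above the mean of all tested compounds plus 3 SD, cut at about 70% in these data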;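 note: 0% = DMSO with NR2E3 transfected cells and 100% = cells lacking NR2E3 construct; higher means lower luciferase signal from less NR2E3 corepressor binding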
# Target sequence (Q9Y5X4 whole entry, looked up, the tested form may be a part): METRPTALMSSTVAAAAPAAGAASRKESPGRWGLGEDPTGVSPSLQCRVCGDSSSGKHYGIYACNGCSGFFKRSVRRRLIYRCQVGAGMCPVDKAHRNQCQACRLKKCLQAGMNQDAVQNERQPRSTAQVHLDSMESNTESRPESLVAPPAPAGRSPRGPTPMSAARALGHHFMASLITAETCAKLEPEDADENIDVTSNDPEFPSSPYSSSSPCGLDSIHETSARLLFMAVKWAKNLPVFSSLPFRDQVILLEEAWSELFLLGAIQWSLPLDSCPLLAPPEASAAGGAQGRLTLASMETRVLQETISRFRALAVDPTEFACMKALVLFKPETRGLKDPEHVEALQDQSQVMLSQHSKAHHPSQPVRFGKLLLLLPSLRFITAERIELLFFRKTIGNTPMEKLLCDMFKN
# NR2E3 ag-2: activates human photoreceptor nuclear receptor NR2E3 | Q9Y5X4 | GST-NR2E3/biotin-RetCOR TR-FRET, 1536-well | inhibition of corepressor binding, % at 4.78 µM | 320,000 tested, 0.12% active | AID 2300;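 active = percent inhibition above the cutoff of mean plus 3 SD of all tested compounds, set per screening campaign, cut at about 20% in these data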;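 note: 0% = DMSO wells and 100% = biotin wells as full block of FRET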
#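 Material – GST-tagged NR2E3 plus biotinylated RetCOR corepressor · Quantity – NR2E3 fusion 1.35 nM · Times – 5 h incubation at 4 °C · Medium – pH 7.5 Tris-based buffer · Technique – TR-FRET, Eu(K)-anti-GST donor, streptavidin-D2 acceptor, ex 340, em 617/671 nm · Benchmarks – high control biotin, low control 0.6% DMSO · Format – 1536-well plates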
# CF NFkB block: blocks PAF-induced NF-kB reporter in cystic fibrosis cells; 360,000 tested, 0.86% active; KKLEB NF-kB-GFP reporter, GFP fluorescence overnight; inhibition, % at 5 µM; AID 588850;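 active = at least 50% inhibition at 5 µM, scaled per plate between neutral and stimulator controls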;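 note: PAF is a Pseudomonas aeruginosa culture filtrate used as stimulus; plate controls were PAF-stimulated DMSO wells for no effect and unstimulated DMSO wells for full effect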
# Shn3 3UTR inh: Schnurri-3 reporter inhibition in Clone20 osteoblasts | 360,000 tested, 0.52% active | inhibition, % at 12.5 µM | AID 588674 | Clone20 osteoblast Shn3 3'UTR firefly luciferase, 24 h;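 active = mean inhibition of at least 75% with every replicate also reaching 75%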;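 note: 0% = median of neutral control wells and 100% = pilot-screen positive control compound; some compounds past the cut are filed as inactive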
# Peg3 promoter: inhibitors of Peg3 promoter; HeLa PEG-Prom luciferase reporter, luminescence, overnight; 360,000 tested, 1.7% active; inhibition, % at 20 µM;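 active = inhibition of at least 50% at 20 µM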
# HIF-2a inh: blocks HIF-2a reporter activity; 360,000 tested, 0.72% active; 786-0 RCC cells HIF-2a reporter, luciferase luminescence, overnight; inhibition, % at 18.8 µM;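 active = inhibition of the luminescence signal of 40% or more relative to plate controls, in a single-dose primary screen at 18.75 µM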
# iPSC survival up: enhancers of human iPSC single-cell survival | survival enhancement, % at 20 µM | hiPSC single-cell survival, ATPlite luminescence; 100% = ROCK inhibitor wells, 0% = DMSO | 360,000 tested, 0.044% active | AID 602274; in the data active = survival enhancement above about 18%;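 note: cells exposed to compounds for 16 hours before the ATP read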
# MITF TRPM1 inh: reduces MITF-dependent TRPM1 promoter luciferase signal; SK-MEL-5 TRPM1 promoter luciferase, 24 h; inhibition, % at 12.5 µM; 330,000 tested, 0.83% active; AID 488899;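 active = mean inhibition across replicates of 60% or more, whatever share of single replicates reaches that level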; note: values of inactives mirror those of a sister screen read the other way
# KKLEB tox: counter-screen for CF NF-kB inhibitors: cytotoxicity; activity change (cytotoxicity), % at 5 µM; KKLEB CF airway cells viability, ATPlite luminescence, overnight; active compounds read low; cells stimulated with P. aeruginosa culture filtrate; AID 602141; 360,000 tested, 0.36% active;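 active = corrected activity change at or below -50% at 5 µM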
# aDG glyco up: increases alpha dystroglycan glycosylation; activation, % at 10 µM; Pro5-aDG cells, alpha-DG glycosylation AlphaScreen (IIH6); 0% Pro5, 100% B10-LARGE cell signal; 360,000 tested, 0.22% active;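 active = activation of at least 8% versus controls, or a plate z-score of at least 8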;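 note: Pro5 are CHO cells carrying HIG-tagged alpha-DG that lacks glycosylation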
# TWEAK-Fn14 inh: TWEAK-Fn14 signaling inhibition | TWEAK-stimulated Fn14 reporter cells, luciferase luminescence, 8 h | inhibition, % at 10 µM | 360,000 tested, 2% active | AID 1159606; in the data active = inhibition above about 50%
# * hit, by the source's call; · = not tested or not shown.
# Order of values: KKLEB tox	iPSC survival up	TWEAK-Fn14 inh	MITF TRPM1 inh	CF NFkB block	Peg3 promoter	HIF-2a inh	NR2E3 ag-2	NR2E3 ag-1	Shn3 3UTR inh	aDG glyco up
CCOC(=O)CC(NC(=O)c1cc2cccc(OC)c2oc1=O)c1cccc([N+](=O)[O-])c1 (centres undefined)
  -4	0.3	-7	7	6	5	6	3	-18	0	-0.4
CCOC(=O)C1CCN(C(=O)C2CCN(S(=O)(=O)N3CCC4(CC3)OCCO4)CC2)CC1
  -5	-0.3	-5	11	15	4	6	4	-8	-7	-0.2
COc1ccc(N2CCN(C(c3ccccc3OC)c3nnnn3C3CCCC3)CC2)cc1 (centres undefined)
  18	4.2	6	-1	-8	21	8	·	-4	6	0.0
CCOC(=O)N1CCN(C(=O)CCSc2ccc(Cl)cc2)CC1
  -6	-0.2	-14	-13	-17	-29	-53	3	-51	-16	0.0
Cc1c(C)c2ccc(O)c(CN3CCN(C)CC3)c2oc1=O
  4	0.0	1	-6	-3	2	7	·	-1	21	0.1
COC1CCCN(Cc2nc(Cc3ccccc3F)no2)C1 (centres undefined)
  -5	-0.6	-3	-7	-2	-10	-1	1	3	-26	0.6
Cc1cc(OC(C(=O)O)c2ccccc2)c2c(C)c(Cc3ccccc3)c(=O)oc2c1 (centres undefined)
  5	0.1	-10	5	-12	6	12	-1	19	-1	0.1
CCN(CC)C(=O)COc1ccc2c(-c3ccccc3)cc(=O)oc2c1
  -7	-0.4	-15	-4	7	9	-6	-2	8	-13	0.1
C[C@H](CO)N1C[C@H](C)[C@@H](CN(C)C(=O)Nc2ccc(C(F)(F)F)cc2)Oc2ccc(NC(=O)Nc3ccc(C(F)(F)F)cc3)cc2C1=O
  2	-2.0	45	16	10	25	9	·	-2	6	-0.2
O=S(=O)(Nc1ccc(N2CCCCC2)cc1)c1ccc(F)c(F)c1
  3	-1.1	-7	-2	16	-9	-6	-2	-2	-7	-0.1
O=C(c1ccc(NS(=O)(=O)c2cccc(F)c2)cc1)N1CCCC1
  -3	-0.3	14	0	-7	18	16	5	-12	11	0.2
Cn1c(N2CCOCC2)nc2c1c(=O)n(Cc1ccc(Cl)cc1)c(=O)n2C
  -7	0.6	-9	-4	2	9	25	-2	-16	-9	-0.1
COCCOc1ccc(C(F)(F)F)cc1NC(=O)c1ccccc1F
  2	0.1	0	-7	11	-10	-2	0	-11	-1	-0.1
Cc1ccn2cc(CCNC(=O)Cc3cccs3)nc2c1
  10	1.9	8	2	-21	9	1	4	-8	5	-0.2
CC(=O)C1C(c2ccc(F)cc2)NC(=O)NC1(O)C(F)(F)F (centres undefined)
  12	0.9	3	6	11	-1	-3	3	-9	11	0.1
COC(=O)CNc1nc(-c2cccnc2)nc2ccccc12
  -20	1.1	-33	9	6	0	18	-1	-1	13	-0.1
Cc1ccc(-c2nnc(Nc3ccc(CC(N)=O)cc3)c3ccccc23)cc1S(=O)(=O)NCCO
  8	0.3	0	7	-17	18	9	1	-16	-8	-0.3
C[C@H](CO)N1C[C@H](C)[C@@H](CN(C)C(=O)c2cnccn2)Oc2cc(C#CCC3CCCC3)ccc2S1(=O)=O
  6	-2.4	-31	·	0	9	5	·	-13	-10	0.0
COc1ccc(-c2nc(CS(=O)CC(=O)NCc3ccco3)c(C)o2)cc1OC (centres undefined)
  -2	-0.9	1	·	16	7	-1	-2	0	-22	-0.4
COc1ccccc1NC(=O)c1cc(C(=O)Nc2ccccc2OC)n(C)n1
  -8	-0.5	-26	0	3	10	-29	1	6	-43	0.1
COC(=O)COc1ccc(S(=O)(=O)Nc2ccc(NC(C)=O)cc2)cc1C
  -12	-0.6	15	9	0	4	-3	5	-21	40	-0.1
CCOC(=O)c1csc(NC(=O)c2cccs2)n1
  9	-0.5	5	-95	-20	-374	-217	-2	-188	-127	0.3
O=C(CN1CCC(c2nc3ccccc3s2)CC1)NCc1ccccc1
  7	-0.3	26	11	-1	0	-20	2	-15	1	0.1
COc1cccc(Nc2ncnc3c2cnn3C)c1
  2	0.5	5	-8	0	-30	-86	1	-26	-36	-0.1
Cc1ccc(CNC(=O)CN2c3cccc4cccc(c34)S2(=O)=O)cc1
  11	-0.4	-12	3	-44	-14	-11	1	11	-5	-0.3
O=S(=O)(c1ccccc1)N(CC(O)CN1CCCC1)c1ccccc1 (centres undefined)
  8	0.7	10	-6	0	-26	9	2	5	9	0.0
Nc1ccc(N2CCN(C(=O)c3ccco3)CC2)cc1
  1	4.4	10	7	-19	-9	-4	8	4	-9	0.1
COc1ccc(-n2c(=O)cc(N3CC(C)OC(C)C3)[nH]c2=O)cc1 (centres undefined)
  26	-0.5	-13	0	4	2	2	-2	-11	-12	-0.2
CC(C)c1ccc(CNNC(=O)c2ccccc2)cc1
  -7	0.3	-1	-70	4	-241	-173	-3	-36	-61	0.0
CCOC(=O)[C@H]1[C@H]2COc3ccccc3[C@@H]2N2C(=O)CN(CC3CCCO3)C(=O)[C@@]12C (some centres undefined)
  12	-0.8	5	13	-36	-17	4	·	-2	-9	0.1
Cc1ccc(NCc2nnc(SCC(=O)OC3CCCCC3)o2)c(C)c1
  -4	-1.8	-6	2	0	6	14	2	10	17	0.0
O=C(CNC(=O)c1ccccc1O)N/N=C/c1ccccn1
  3	-2.9	-1	-3	-13	-17	-12	3	23	-27	-0.3
O=S(=O)(c1ccccc1)c1nc(-c2ccco2)oc1NCCN1CCOCC1
  2	-0.5	3	6	-1	-1	9	-1	-7	3	-0.2
O=C1CC(c2cc(-c3ccccc3)no2)C1
  6	-0.7	-17	-71	12	-175	-228	1	-71	-58	-0.3
Cc1c(C(=O)O)sc2ncn(C)c(=O)c12
  0	-1.4	7	2	0	5	14	-2	-8	-14	0.0
CC(=O)Nc1ccc(N2CCN(Cc3ccccc3)CC2)cc1
  -15	-0.6	4	5	13	-1	14	-1	-8	10	0.1
C=CCn1c(C)cc(C2=NNC(=NCC)SC2)c1C
  -48	-6.1	107*	98*	-2	106*	93*	5	89*	91*	1.2
COc1ccc(N(CC(O)CN2CCOCC2)S(=O)(=O)c2ccc(C)cc2)cc1 (centres undefined)
  -6	0.8	-1	6	0	10	12	-2	-13	-10	-0.1
CC1(C)CC(c2csc(N)n2)CCO1 (centres undefined)
  6	2.1	14	-5	3	-22	-1	2	7	-15	0.2
Cc1ccn(Cc2n[nH]c(=S)n2Cc2ccccc2)n1
  -1	3.6	12	-2	4	10	23	3	-6	-10	-0.3
COc1ccccc1-c1c(C(F)(F)F)oc2cc(OC(=O)c3ccccc3[N+](=O)[O-])ccc2c1=O
  7	-1.7	12	9	5	16	0	-2	-4	13	0.0
COC(=O)[C@]12C(=O)NC[C@H](CN1c1ccc(Cl)c(C)c1)N2C
  -3	-1.4	6	-3	11	13	13	·	-7	-5	-0.1
CCOc1ccc(CCNC(=O)COC(=O)/C=C/c2ccc(OCC#N)c(OC)c2)cc1OCC
  -7	0.2	9	1	20	-2	14	-1	-25	-11	-0.3
Cc1ccc(OCc2ccc(C(=O)NNC(=S)NCC3CCCO3)o2)c([N+](=O)[O-])c1 (centres undefined)
  0	-0.4	-16	14	-2	8	-1	3	5	3	0.1
O=C(COc1ccc2c3c(c(=O)oc2c1)CCCC3)N1CCN(c2ccccc2)CC1
  4	-0.2	-4	-5	-1	11	-6	3	5	-4	-0.1
COC(C[C@H]1O[C@@H]1C(=O)[C@H](C)OCc1ccccc1)OC
  -28	-0.1	10	-1	9	3	-5	-2	13	-4	-0.2
CCOc1ccc(/C=N/NC(=O)CCC(=O)Nc2ccc(F)cc2)cc1
  -2	0.5	2	-12	-15	2	-4	0	6	2	0.2
C/C(=N/NC(=O)c1ccc(C)s1)c1cccnc1
  10	-0.1	-16	-50	-1	-116	-74	·	-57	-45	0.2
C/C(=N/OC(=O)c1ccc(C(F)(F)F)cc1)c1oc(C)nc1C
  2	-0.6	20	3	-3	12	10	3	-10	-4	0.2
CCCn1c(N)c(N(C)C)c(=O)n(CC(=O)Nc2ccc(OC(F)(F)F)cc2)c1=O
  7	-0.3	-15	1	0	12	6	-3	-1	-5	-0.2
CC(=O)Nc1ccc2c(c1)Cc1cc(N3C(=O)C=CC3=O)ccc1-2
  5	4.3	5	78*	30	98*	42*	·	-9	74	-0.4
CC(C)c1[nH]nc2c1C1(CCN(Cc3ccccc3)CC1)C(C#N)=C(N)O2
  2	-3.1	15	5	9	3	25	0	-7	-18	-0.1
Cn1c(N)c(C(=O)CSc2ccccn2)c(=O)n(C)c1=O
  -2	-2.6	5	-16	-8	-26	-63	-1	13	-8	-0.1
Cc1cc2c(c(=O)o1)C1(C)CC(C)(O2)c2c(cc(C)oc2=O)O1
  ·	-1.5	4	·	·	·	4	·	-13	·	-0.2

# In the list so far, these have a CF3 group:
# Order of values: KKLEB tox	iPSC survival up	TWEAK-Fn14 inh	MITF TRPM1 inh	CF NFkB block	Peg3 promoter	HIF-2a inh	NR2E3 ag-2	NR2E3 ag-1	Shn3 3UTR inh	aDG glyco up
C[C@H](CO)N1C[C@H](C)[C@@H](CN(C)C(=O)Nc2ccc(C(F)(F)F)cc2)Oc2ccc(NC(=O)Nc3ccc(C(F)(F)F)cc3)cc2C1=O
  2	-2.0	45	16	10	25	9	·	-2	6	-0.2
COCCOc1ccc(C(F)(F)F)cc1NC(=O)c1ccccc1F
  2	0.1	0	-7	11	-10	-2	0	-11	-1	-0.1
CC(=O)C1C(c2ccc(F)cc2)NC(=O)NC1(O)C(F)(F)F (centres undefined)
  12	0.9	3	6	11	-1	-3	3	-9	11	0.1
COc1ccccc1-c1c(C(F)(F)F)oc2cc(OC(=O)c3ccccc3[N+](=O)[O-])ccc2c1=O
  7	-1.7	12	9	5	16	0	-2	-4	13	0.0
C/C(=N/OC(=O)c1ccc(C(F)(F)F)cc1)c1oc(C)nc1C
  2	-0.6	20	3	-3	12	10	3	-10	-4	0.2
CCCn1c(N)c(N(C)C)c(=O)n(CC(=O)Nc2ccc(OC(F)(F)F)cc2)c1=O
  7	-0.3	-15	1	0	12	6	-3	-1	-5	-0.2

# Reformatted: entries from further up.
Compound | KKLEB tox | iPSC survival up | TWEAK-Fn14 inh | MITF TRPM1 inh | CF NFkB block | Peg3 promoter | HIF-2a inh | NR2E3 ag-2 | NR2E3 ag-1 | Shn3 3UTR inh | aDG glyco up
C[C@H](CO)N1C[C@H](C)[C@@H](CN(C)C(=O)Nc2ccc(C(F)(F)F)cc2)Oc2ccc(NC(=O)Nc3ccc(C(F)(F)F)cc3)cc2C1=O | 2 | -2.0 | 45 | 16 | 10 | 25 | 9 | · | -2 | 6 | -0.2
COC(=O)CNc1nc(-c2cccnc2)nc2ccccc12 | -20 | 1.1 | -33 | 9 | 6 | 0 | 18 | -1 | -1 | 13 | -0.1

# Outcome played no part in choosing rows; about 4.4% have a hit in one of these screens.
